Compound activity (PubChem)
Dyrk1A ADPGlo = Dyrk1A (rat) kinase inhibition | Q63470 | ADP-Glo luminescence, NFATc1 peptide | inhibition, % at 12.5 µM | actives 0.43% (n = 310,000); in the data active = inhibition above about 50%;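 also: plate controls were vehicle with enzyme for no effect and no enzyme for full effect; many of its hits are not listed in these tables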
TRPC4 act = activators of mouse TRPC4 channel | AID 2237 | B-score at 10 µM | actives 0.49% (n = 310,000) | HEK293 TRPC4beta/mu-opioid, Fluo4 calcium fluorescence; hits give high values;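 active = B-score above 5 SD of library B-scores, and initial fluorescence ratio not above library mean plus 5 SD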;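 also: positive B-score marks a calcium rise read as TRPC4 activation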
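Assay system: HEK293 stable line with TRPC4beta plus mu-opioid receptor. Times: dye 45 min RT, read 110 s. Measured by: kinetic Fluo4 calcium fluorescence. Measure: B score of integrated ratio. Controls: assay buffer as low control, maximal DAMGO as high control.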
PolyA inh = yeast polyadenylation inhibition. actives 0.02% (n = 300,000). S. cerevisiae SKY197-pL101 polyadenylation reporter, beta-gal luminescence; efflux-impaired pdr1/pdr3 knockout yeast; score 100 = 6 SD above DMSO. calls only at 12 µM;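 active = lowest replicate activity score at least 50, where 100 means six control SD above control mean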;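 also: yeast exposed to compound for 9 h at 30 °C; higher score means more reporter readthrough which indicates perturbed polyadenylation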
KCNQ1 block = human KCNQ1 channel inhibition. CHO-K1 KCNQ1, FluxOR thallium flux fluorescence; hits give high values. B-score at 10 µM. actives 1.3% (n = 310,000). AID 2642;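 active = compounds whose thallium flux B-score, printed positive for inhibition, exceeds three library SD while starting fluorescence stays within three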;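 also: channel opened by potassium depolarization with thallium stimulus after 20 min compound exposure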
TRPC4 PAM = TRPC4 (mouse) allosteric potentiation; Q9QUQ5; HEK293 TRPC4beta/mu-opioid, DAMGO EC20, Fluo-4 Ca2+ flux; hits give high values; B-score at 10 µM; actives 0.42% (n = 310,000);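 active = B-score of calcium response area above 5 SD of library B-scores, with initial fluorescence ratio within 5 SD of library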;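 also: B-score of integrated fluorescence ratio over time as area under calcium response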
Platelet DG rel = platelet dense granule release activity. human platelet-rich plasma, SFLLRN dense granule ATP release, luminescence. inhibition, %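 (compounds screened at 7.5 µM in platelet-rich plasma)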. actives 0.22% (n = 300,000);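 active = mean replicate score, as percent of positive control, at or above 50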
KCNK3 block = human KCNK3 channel inhibition, primary screen; O14649; CHO-KCNK3 thallium flux, FluxOR fluorescence; hits give low values; B-score at 10 µM; actives 0.84% (n = 340,000);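 active = B-score under library mean minus 4 SD, starting fluorescence ratio at most library mean plus 5 SD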;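 also: more negative B-score means stronger inhibition of thallium flux through KCNK3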
Target sequence (O14649 whole entry, looked up): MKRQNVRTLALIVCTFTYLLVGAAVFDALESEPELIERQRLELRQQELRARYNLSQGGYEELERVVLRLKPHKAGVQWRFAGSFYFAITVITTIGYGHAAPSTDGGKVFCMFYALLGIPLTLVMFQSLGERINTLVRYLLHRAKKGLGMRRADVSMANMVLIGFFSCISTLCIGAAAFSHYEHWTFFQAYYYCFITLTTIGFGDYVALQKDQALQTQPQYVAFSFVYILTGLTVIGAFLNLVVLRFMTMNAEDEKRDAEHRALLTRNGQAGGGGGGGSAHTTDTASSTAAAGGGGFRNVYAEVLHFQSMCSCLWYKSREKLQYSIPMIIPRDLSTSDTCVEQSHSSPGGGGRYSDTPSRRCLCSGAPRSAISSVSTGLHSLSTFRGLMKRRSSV
TRPC4 inh = blocks the mouse TRPC4 cation channel. Q9QUQ5. HEK293 TRPC4beta/mu-opioid, DAMGO-evoked Fluo4 calcium flux; hits give low values. B-score at 10 µM. actives 0.39% (n = 300,000). AID 2247;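 active = B-score over 3 SD under the library average, no early fluorescence shift, positive overall ratio signal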
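Material: HEK293 cells with stable TRPC4beta plus mu-opioid receptor expression / Probe or stimulus: DAMGO in two steps, submaximal then maximal / Compound: single concentration per test compound / Technique: kinetic Fluo4 fluorescence imaging of calcium influx / Read-out: per-well B score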
KCNK9 block = blocks the human KCNK9 two-pore domain potassium channel. Q9NPC2. AID 488922. actives 1.2% (n = 310,000). HEK293 KCNK9, FluxOR thallium flux fluorescence; hits give low values. B-score at 10 µM;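 active = ratio B-score over 3 SD below the library mean, with starting fluorescence within 5 SD of its mean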;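 also: negative B-score means less thallium flux so channel inhibition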
Target sequence (Q9NPC2 whole entry, looked up, the tested form may be a part): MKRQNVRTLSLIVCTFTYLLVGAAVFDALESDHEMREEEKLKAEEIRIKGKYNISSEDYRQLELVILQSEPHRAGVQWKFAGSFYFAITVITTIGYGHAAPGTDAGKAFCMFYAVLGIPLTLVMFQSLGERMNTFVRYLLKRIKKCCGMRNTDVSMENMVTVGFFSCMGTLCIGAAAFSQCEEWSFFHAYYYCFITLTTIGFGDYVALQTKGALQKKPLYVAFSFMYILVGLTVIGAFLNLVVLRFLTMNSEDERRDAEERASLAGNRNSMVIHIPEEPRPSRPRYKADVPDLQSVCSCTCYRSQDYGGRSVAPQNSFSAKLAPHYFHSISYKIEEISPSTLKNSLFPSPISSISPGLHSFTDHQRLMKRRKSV
hERG protect = compounds protecting human hERG from proarrhythmic drug block. Q12809. CHO-hERG, FluxOR thallium flux, dofetilide IC70 present. activation (rescue from dofetilide block), less the hit threshold, % at 10 µM. actives 0.51% (n = 310,000). AID 1511;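 active = activation above the mean of controls blocked by dofetilide plus 5 SD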;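 also: thallium influx through hERG after potassium depolarization seen as dye fluorescence rise; in these data hits start at about 4.7%; inactives centre near -7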
KCNQ1 act = potentiators or activators of human KCNQ1 potassium channel; P51787; CHO-K1 KCNQ1, thallium flux FluxOR fluorescence; hits give high values; B-score at 10 µM; actives 0.35% (n = 310,000); AID 2648;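 active = fluorescence ratio B-score, a plate-corrected score, at least three library SD, with initial intensity B-score within 5 SD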
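Doses: Single concentration per compound, DMSO matched to controls | Test system: KCNQ1-transfected CHO-K1 cells | Timing: 90 min dye loading and 20 min compound exposure, both at room temperature | Measured by: Kinetic FluxOR thallium fluorescence, 10-s 1-Hz baseline, 110-s post-stimulus read | Medium: Assay buffer with matched DMSO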
* hit, by the source's call; i = inactive; x = no result given.

SMILES	Dyrk1A ADPGlo	TRPC4 act	PolyA inh	KCNQ1 block	TRPC4 PAM	Platelet DG rel	KCNK3 block	TRPC4 inh	KCNK9 block	hERG protect	KCNQ1 act
CCN1C(=O)/C(=C\N2CCN(c3ccc(F)cc3)CC2)SC1=S	6	i	i	i	i	3	i	i	i	0	i
COC(=O)CCC(=O)Nc1ccccc1C(N)=O	15	i	i	i	i	-1	i	i	i	-19	i
CCOC(=O)c1nn(-c2ccc(C)cc2)c2nc(Nc3ccccc3)cc(=O)n12	3	i	i	i	i	2	i	i	i	1	i
Cc1cccc(CN2CCN(C(=O)c3ccccc3F)CC2)c1	-9	i	i	i	i	x	i	i	i	-6	i
N/C(=N\OC(=O)C12CC3CC(CC(C3)C1)C2)c1cccnc1	-6	i	i	i	i	-2	i	i	i	4	i
OCC1(CCc2ccccc2)CCN(Cc2cc(Cl)ccc2O)CC1	0	i	i	i	i	0	i	-7*	i	-14	i
COC(=O)c1ccccc1NC(=O)COc1ccc2c(c1)OCO2	3	i	i	i	i	-9	i	i	i	-3	i
Cc1oc2c(CN3CCCC(C)C3)c(O)ccc2c(=O)c1-c1ccccc1 (stereo not given)	2	i	i	i	i	x	i	i	i	-3	i
O=c1n(-c2ccccc2)c(=O)n2n1CC(O)C2	-3	i	i	i	i	12	i	i	i	-10	i
O=C(NCC(c1ccco1)N1CCc2ccccc2C1)c1ccc([N+](=O)[O-])cc1 (stereo not given)	13	i	i	i	i	-4	i	i	i	-14	i
COc1ccc(OC)c(NC(=O)C2CC(/C=C/c3ccccc3)=NO2)c1 (stereo not given)	-1	i	i	i	i	4	i	i	i	-4	i
O/N=C(\c1ccc(Cl)cc1)c1ncc(C(F)(F)F)cc1Cl	4	i	i	i	i	1	i	i	i	-8	i
CSc1nnc(-c2ccccc2)o1	5	i	i	i	i	0	i	i	i	-10	i
O=C(NCc1cccnc1)c1ccc(-c2cccc(Cl)c2Cl)o1	9	i	i	i	i	0	i	i	i	-8	i
CC(C)C(=O)NNC(=O)CC(=O)Nc1ccccc1C(=O)O	2	i	i	i	i	9	i	i	i	-6	i
CC1CCN(CCCNC(=O)c2ccc(CSCc3cccc(Cl)c3)o2)CC1	0	i	i	i	i	0	i	i	i	-13	i
CNC(=O)c1c(NC(=O)CCS(=O)(=O)c2ccc(C)cc2)sc(C)c1C	0	i	i	i	i	-10	i	i	i	0	i
CCN(CC)C(=O)c1c(C)[nH]c(=S)c(C#N)c1-c1ccco1	2	i	i	i	i	-10	i	i	i	-4	i
COc1ccc(NC(=O)c2noc3c2CCCCC3)cc1	-2	i	i	i	i	-10	i	i	i	-8	i
Cc1cc(N2CCCCC2)n2nc(C)c(-c3ccccc3)c2n1	-4	i	i	i	i	-4	i	i	i	-7	i
c1ccc2c(c1)[nH]c1c(N3CCCC3)ncnc12	8	i	i	i	i	-16	i	i	i	-12	i
Cc1ccc(C)c(NC(=O)c2cnn(-c3ccccc3)c2C)c1	x	i	i	i	i	2	i	i	i	-2	i
Cc1nn(Cc2ccccc2)c(C)c1NC(=O)c1cc(-c2cccs2)on1	-5	i	i	i	i	-2	i	i	i	-14	i
CCN1CCN(S(=O)(=O)c2ccc(C(=O)Nc3sc4c(c3C(N)=O)CCN(CC)C4)cc2)CC1	-6	i	i	i	i	2	i	i	i	-9	i
Cn1c(CN2CCCCC2)nc2cc(NC(=O)c3ccccc3Cl)ccc21	1	i	i	i	i	12	i	i	i	-11	i

Whole records, looked up by structure:
CC(C)C(=O)NNC(=O)CC(=O)Nc1ccccc1C(=O)O is listed as Dyrk1A ADPGlo = 2; TRPC4 act = i; PolyA inh = i; KCNQ1 block = i; TRPC4 PAM = i; Platelet DG rel = 9; KCNK3 block = i; TRPC4 inh = i; KCNK9 block = i; hERG protect = -6; KCNQ1 act = i
CCN1CCN(S(=O)(=O)c2ccc(C(=O)Nc3sc4c(c3C(N)=O)CCN(CC)C4)cc2)CC1 is listed as Dyrk1A ADPGlo = -6; TRPC4 act = i; PolyA inh = i; KCNQ1 block = i; TRPC4 PAM = i; Platelet DG rel = 2; KCNK3 block = i; TRPC4 inh = i; KCNK9 block = i; hERG protect = -9; KCNQ1 act = i

The results go on:
SMILES	Dyrk1A ADPGlo	TRPC4 act	PolyA inh	KCNQ1 block	TRPC4 PAM	Platelet DG rel	KCNK3 block	TRPC4 inh	KCNK9 block	hERG protect	KCNQ1 act
CS(=O)(=O)Nc1ccc(C(=O)Nc2ccccc2C(=O)N2CCCC2)cc1	x	i	i	i	i	1	i	i	i	-11	i
O=C(CCCOc1ccccc1)NCc1ccco1	0	i	i	i	i	1	i	i	i	-3	i
O=C(C/C=N\OCc1ccc(Cl)cc1Cl)Nc1ccccc1	1	i	i	i	i	-2	i	i	i	-12	i
Cc1cccc(C)c1OCC(=O)NNC(=O)CCNC(=O)c1ccc(Br)cc1	-4	i	x	i	i	-2	i	i	i	-10	i
CC(C)(C)C(=O)N1NC(=Nc2ccccc2)SC1(C)C	-1	i	i	i	i	-6	i	i	i	-11	i
CCc1cc2c(C)ccc(C)c2nc1SCC(=O)Nc1c[nH]c(=O)[nH]c1=O	x	i	i	i	i	0	i	i	i	-1	i
Cc1cc([N+](=O)[O-])ccc1NCc1cccc2ccccc12	1	i	i	i	i	0	i	i	i	-12	i
CCCCCCc1nc2c(=O)[nH]c3ccccc3c2o1	5	i	i	i	i	-3	i	i	i	6.2*	i
CC1CC1C(=O)OCC(=O)Nc1cccc(S(=O)(=O)NC2=NCCCCC2)c1 (stereo not given)	-6	i	i	i	i	-6	i	i	i	-8	i
COc1c[nH]n(-c2ccccc2)c(=O)c1=O	-4	i	i	i	i	2	i	i	i	-7	i
CCN(CC)CCN1C(=O)C(=O)/C(=C(/O)c2ccc(S(=O)(=O)N3CCOCC3)cc2)C1c1ccc(Cl)cc1 (stereo not given)	-6	i	i	i	i	4	i	i	i	-5	i
Nc1nc2nc(-c3ccc(Cl)cc3)cc(C(F)(F)F)n2n1	1	i	i	i	i	-1	i	i	i	-7	i
CC(C)(C)C(=O)c1sc(Nc2ccccc2)nc1N	21	i	i	i	i	-5	i	i	i	-7	i
O=C(NC(Cc1c[nH]c2ccccc12)C(=O)O)/C(=C/c1ccco1)NC(=O)c1ccccc1 (stereo not given)	-1	i	i	i	i	0	i	i	i	-8	i
COc1ccccc1N1CCN(C(=O)c2cc(-c3ccc4c(c3)OCO4)on2)CC1	7	i	i	i	i	-6	i	i	i	-12	i
COC(=O)c1ccncc1C(=O)Nc1ccc(F)cc1	0	i	i	i	i	-5	i	i	i	-8	i
Cc1ccccc1N=C(NO)c1nonc1N	0	i	i	i	i	-5	i	i	i	-2	i
Cc1ccc(-c2c(NC(=O)C(C)C)n(C)c3ccccc3c2=O)cc1	6	i	i	i	i	-4	i	i	i	-7	i
Cc1ccc(OCC(=O)O/N=C(\N)Cc2ccc(Cl)cc2)cc1	7	i	i	i	i	1	i	i	i	-2	i
COc1ccc([N+](=O)[O-])cc1N(CC(=O)Nc1ccccc1C(=O)N1CCOCC1)S(C)(=O)=O	8	i	i	i	i	19	i	i	i	-5	i
CCOC(=O)C(Cc1ccccc1)NS(=O)(=O)c1ccc(NC(C)=O)cc1 (stereo not given)	-8	i	i	i	i	10	i	i	i	-12	i
CCOc1ccc(/C(O)=C2/C(=O)C(=O)N(CC3CCCO3)C2c2ccco2)cc1 (stereo not given)	-3	i	i	i	i	-6	i	i	i	-14	i
O=C(Nc1nc2nccc(-c3ccccc3)n2n1)c1ccc(F)cc1	-7	i	i	i	i	-33	i	i	i	-4	i
COc1ccc(C2CC(c3cccs3)=NN2S(=O)(=O)c2ccc(C)cc2)cc1 (stereo not given)	0	i	i	i	i	2	i	i	i	-5	i
O=S(=O)(c1c(Cl)sc(Cl)c1Br)N1CCCC1	x	i	i	i	i	-13	i	i	i	-9	i
(listing goes on)
SMILES	Dyrk1A ADPGlo	TRPC4 act	PolyA inh	KCNQ1 block	TRPC4 PAM	Platelet DG rel	KCNK3 block	TRPC4 inh	KCNK9 block	hERG protect	KCNQ1 act
COCCNC(=O)CSc1nc2cc(OC)c(OC)cc2c(=O)n1Cc1ccco1	1	i	i	i	i	-11	i	i	i	-4	i
Cc1cc(NC(=O)C(C)N2C(=O)c3ccccc3S2(=O)=O)no1 (stereo not given)	10	i	i	i	i	7	i	i	i	-14	i
O=C(c1ccco1)N1CCN(C(=O)c2nn3cccnc3c2Cl)CC1	-17	i	i	i	i	-1	i	i	i	-9	i
COc1ccccc1C(=O)Nc1sc(C(=O)N2CCCC2)c(C)c1C#N	2	i	i	i	i	-5	i	i	i	-5	i
COc1ccc(OC)c(NC(=O)C2CCN(S(=O)(=O)c3c(C)noc3C)CC2)c1	1	i	i	i	i	-2	i	i	i	-4	i
Cc1cccc(N2CCN(CC(=O)Nc3ccc(S(=O)(=O)N4CCOCC4)cc3)CC2)c1C	-1	i	i	i	i	-15	i	i	i	-9	i
COc1ccc(NC(=O)C(C)Sc2nnc3c4c(nc(-c5ccc(OC)cc5)n23)CC(C)(C)OC4)cc1 (stereo not given)	x	i	i	i	i	-4	i	i	i	-5	i
Cc1ccc(/C=N/Nc2ccc3ccccc3n2)o1	10	i	x	i	i	x	i	i	i	-5	i
C#CCOCCOCCOCCNc1nc(N2CCN(C(=O)[C@H](CCCCN)n3cc(C(N)CO)nn3)CC2)nc(N2CCN(C(=O)[C@H](CCC(=O)O)n3cc(C(N)CC(C)C)nn3)CC2)n1 (stereo not given in full)	x	i	i	i	i	-1	x	i	i	-1	i
CCN(CC)c1ccc(NC(=O)c2ccco2)cc1	8	i	i	i	i	13	i	i	i	-10	i
Cc1cccc(C)c1Nc1nnc(SCC(=O)c2ccc(Br)s2)s1	-2	i	i	i	i	28	i	i	i	-16	i
CCC1(C)Cc2c(sc3nc(NN)n(C)c(=O)c23)CO1 (stereo not given)	4	i	i	i	i	-38	i	i	i	-7	i
C=CCc1ccccc1OCC(=O)OCCNC(=O)c1cccnc1	5	i	i	i	i	-5	i	i	i	-8	i
COc1ccc(Nc2ncnc3c2cnn3-c2cccc(C)c2)cc1OC	4	i	x	i	i	-17	i	i	i	-11	i
O=C(Nc1ccc(F)cc1)c1ccc(CSc2ccc(Cl)cc2)o1	x	i	i	i	i	3	i	i	i	-11	i
CCCn1c(SCC(=O)NCC2CCCO2)nc2c1c(=O)n(C)c(=O)n2C (stereo not given)	-1	i	i	i	i	1	i	i	i	-11	i
NC(=O)C1CCN(c2nc(C3CC3)nc3c2nnn3Cc2ccccc2Cl)CC1	5	i	i	i	i	-1	i	i	i	-6	i
Cc1ccccc1OCc1nnc(SCc2cc(=O)[nH]c3ccccc23)n1-c1ccccc1	-6	i	i	i	i	-1	i	i	i	-6	i

An excerpt, so the mix of outcomes need not match the whole.
